Screens from PubChem.
Shiga toxin inh – A qHTS for Small Molecule Inhibitors of Shiga Toxin | inhibition, % at 38.7 µM | hit rate 9.2% among 290,000 | AID 2315, 2010 | Vero cells, Shiga toxin protein synthesis inhibition reporter; in the data active = inhibition mostly above about 28%, no sharp cut-off; inactive = mostly below about 43%; also: 0% is about no effect
FBPA Giardia inh – qHTS Assay for Inhibitors of Fructose-1,6-bisphosphate Aldolase from Giardia Lamblia | purified Giardia FBPA | Potency, µM (doses to about 59.6 µM), for inactives: at the top dose activity, negative = inhibition, most hits filed as inhibitors | hit rate 0.71% among 290,000 | AID 2451, 2010; also: potency is read from the fitted curve at half-maximal effect; % is scaled to controls: 0 for no effect and ±100 for the full control effect; nearly all actives have a fitted effect of over 55% in size
Target sequence (A8B2U2 whole entry, looked up): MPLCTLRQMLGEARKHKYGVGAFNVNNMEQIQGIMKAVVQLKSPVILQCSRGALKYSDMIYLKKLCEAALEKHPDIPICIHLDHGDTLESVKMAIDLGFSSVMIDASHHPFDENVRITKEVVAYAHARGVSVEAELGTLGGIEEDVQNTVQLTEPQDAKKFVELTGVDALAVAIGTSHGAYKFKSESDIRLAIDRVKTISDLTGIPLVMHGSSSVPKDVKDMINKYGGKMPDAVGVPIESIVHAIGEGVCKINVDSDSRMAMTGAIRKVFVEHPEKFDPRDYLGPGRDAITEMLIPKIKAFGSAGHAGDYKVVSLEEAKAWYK
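40 nM FBPA preincubated 10 min at RT with compound (up to 57.5 uM final), then substrate plus GAPDH/TPI/NAD/arsenate coupling and diaphorase/resazurin added. Fluorescence read after 20 min at RT, 525/598 nm.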
HCMV inh – qHTS Assay for inhibitors of the human cytomegalovirus (HCMV) | HFF cells, HCMV-luciferase reporter, 72 h; hits give low values | activity change, negative = inhibition, % at 57.5 µM | hit rate 4.5% among 410,000 | AID 1259415, 2018; in the data active = activity change below about -60%; inconclusive = no clear call, values can overlap the other calls; inactive = above about -39%; also: % is scaled to controls: 0 for no effect and ±100 for the full control effect
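Two-dose cell screen: HFF monolayers treated with compounds and infected with luciferase-expressing HCMV at 1 PFU/cell, 72 h at 37C, then lysed for luciferase measurement.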
Cycloheximide cs – Cycloheximide Counterscreen for Small Molecule Inhibitors of Shiga Toxin | max response, % | AID 2314, 2010 | hit rate 12% among 300,000 | cell reporter, cycloheximide protein synthesis inhibition counterscreen; in the data active = max response mostly above about 13%, no sharp cut-off; inactive = mostly below about 14%; also: read at 38.3 µM for the half of the compounds with a filed dose; 0% is about no effect
AMA1 RON2 block – qHTS for Inhibitors of AMA1-RON; Towards Development of Antimalarial Drug Lead: Primary Screen; Plasmodium falciparum AMA1 (3D7) - RON2 peptide interaction; AlphaScreen AMA1-biotinylated RON2 peptide binding; Potency, µM (doses to about 58.2 µM), without a hit: top-dose activity change, negative = inhibition, actives largely listed as inhibitors; hit rate 0.2% among 360,000;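 also: potency is read from the fitted curve at half-maximal effect; 0% = vehicle wells and -100% = peptide control; nearly all actives have a fitted effect of over 45% in size; some results filed as inactive show a strong effect at the top dose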
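AMA1 (3D7) with his tag at 25 nM final met compounds first, then biotinylated RON2 peptide at 25 nM; detection used donor plus acceptor beads, 10 µg/mL apiece, read by AlphaScreen after 30 min at room temperature.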
AmpC inh no detg – qHTS Inhibitors of AmpC Beta-Lactamase (assay without detergent). AmpC nitrocefin hydrolysis, absorbance 480 nm, 0.0001% Triton. hit rate 0.52% among 330,000. P00811. AID 485341, 2010. Potency, µM (titrated, usually from 57.1 µM), for the others: top-dose activity change, negative = inhibition, actives largely listed as inhibitors;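 also: potency is read from the fitted curve at half-maximal effect; plate controls were no compound for no effect and no enzyme for full effect; nearly all actives have a fitted effect of over 20% in size; some results filed as inactive show a strong effect at the top dose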
Target sequence (P00811 whole entry, looked up): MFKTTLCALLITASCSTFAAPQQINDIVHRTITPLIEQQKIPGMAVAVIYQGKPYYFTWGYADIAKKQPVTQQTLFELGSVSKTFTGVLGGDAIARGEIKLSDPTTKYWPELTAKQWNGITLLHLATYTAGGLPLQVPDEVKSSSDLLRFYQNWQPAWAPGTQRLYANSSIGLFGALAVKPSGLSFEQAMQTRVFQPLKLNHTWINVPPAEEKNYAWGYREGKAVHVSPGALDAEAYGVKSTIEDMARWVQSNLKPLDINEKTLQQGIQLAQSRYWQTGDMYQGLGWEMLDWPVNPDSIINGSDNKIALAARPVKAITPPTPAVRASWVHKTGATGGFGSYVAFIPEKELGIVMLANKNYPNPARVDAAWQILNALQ
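20 mM phosphate pH 7.0 + 0.01% (detergent screen) or 0.0001% Triton X-100; 5.3 nM AmpC reagent; cpd preinc 15 min RT; nitrocefin (800 uM stock) to start; A480 q20 s × 4 min; Activity was normalised to no-enzyme and no-compound control wells.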
AmpC detergent – qHTS Inhibitors of AmpC Beta-Lactamase (assay with detergent). AmpC hydrolysis of nitrocefin, absorbance 480 nm, 0.01% Triton. Potency, µM (doses to about 114 µM), inactives show at the top dose activity change, negative = inhibition, most hits filed as inhibitors. hit rate 0.041% among 370,000. AID 485294, 2010;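 also: potency is read from the fitted curve at half-maximal effect; 0% = no-compound wells and -100% = no-enzyme wells; nearly all actives have a fitted effect of over 25% in size; some results filed as inactive show a strong effect at the top dose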
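AmpC (5.3 nM in the dispensed reagent) in 20 mM phosphate pH 7.0 with 0.01% (detergent screen) or 0.0001% Triton X-100 was preincubated with compounds for 15 min at room temperature. Nitrocefin was then added from an 800 uM solution, and hydrolysis was followed at 480 nm.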
Starred values were filed as active, the others as inactive; ? = inconclusive; nt = not tested or not shown; & = joins results of further samples; [ ] = another dose, or the depositor's remark. Unless noted, calls follow the shape of the dose curve; as a rule, active = well fitted curve in the direction sought with a large enough effect; inconclusive = small, poorly fitted or top-dose-only effect, or another doubt; inactive = no such curve, though single readings can be large; an effect the other way counts as inactive or inconclusive.

entry	SMILES	HCMV inh	Shiga toxin inh	AmpC inh no detg	AmpC detergent	AMA1 RON2 block	Cycloheximide cs	FBPA Giardia inh
1	O=C(NCCCN1CCOCC1)C(=O)N/N=C/c1c(Cl)cccc1Cl	-39	8	-10%	5%	18%	-1	1%
2	O=C(NCc1ccco1)c1ccc(=O)[nH]n1	49	-2	-9%	-8%	-1%	-2	-3%
3	CCCOc1ccc(/C=C/C(=O)N2CCOCC2)cc1	35	61*	4%	5%	-4%	56*	9%
4	CCOC(=O)/C=C/C(=O)Nc1cc(S(=O)(=O)Nc2ccc(OC)cc2)ccc1N1CCOCC1	-29	nt	-9%	-9%	3%	nt	nt
5	CC(C)(C)c1nc2sc3c(c2c(=O)o1)CCCC3	1	-6	-10%	1%	-6%	-5	4%
6	CCC(C)(C)NC(=O)C(c1ccc(C)cc1)N(Cc1ccco1)C(=O)CCC(=O)Nc1nccs1 (stereo not given)	-11	-14	-10%	-6%	28%	-2	4%
7	COc1ccccc1Cn1c(-c2ccccc2OC)nc2ccccc21	-68*	-18	-4%	-10%	-2%	0	-5%
8	Cn1cccc1/C=N/NC(=O)C12CC3CC(CC(C3)C1)C2	?	25	-26%	?	-8%	-1	3%
9	CCCCn1c(=O)nc2n(-c3ccc(Cl)cc3)c3ccccc3cc-2c1=O	24	12	-44%	-8%	-6%	-2	-2%
10	Cc1ccc(NC(=O)C2CCN(S(=O)(=O)c3ccc4c(c3)OCCO4)CC2)nc1	-27	nt	-9%	?	-5%	nt	nt
11	CCC(OC(=O)CN1C(=O)C(=O)c2ccccc21)C(=O)Nc1ccc(S(N)(=O)=O)cc1 (stereo not given)	-3	-12	-29%	0%	-3%	-10	-24%
12	CCOc1ccc(/C(O)=C2/C(=O)C(=O)N(CCOCCO)C2c2ccccc2)cc1 (stereo not given)	30	21	-17%	?	-10%	18*	22%
13	Cc1nn(C)c(Oc2ccccc2)c1CCNS(=O)(=O)c1ccccc1	29	-10	20%	-4%	1%	3	-8%
14	CCOC(=O)N1CCN(CC(=O)Nc2c(C(=O)OC)[nH]c3ccccc23)CC1	-30	-10	10%	?	4%	-4	2%
15	COCCn1c(C)cc(C(=O)CSc2ccc(NC(C)=O)cc2)c1C	20	105*	-4%	-13%	-9%	47*	6%
16	O=[N+]([O-])c1cccc2ccc(/C=C/c3ccc(F)cc3)nc12	2	95*	-26%	-18%	?	131*	-11%
17	CCCc1cc(=O)oc2c(C)c(OCC(=O)N3CCC(C(=O)O)(c4ccccc4)CC3)ccc12	-36	-4	-29%	?	6%	-3	16%
18	CCOc1cc(/C=N/O)cc(Br)c1OCC(=O)NCc1ccccc1	16	-3	-12%	7%	-20%	10	12%
19	Cc1nc2ncnn2c(N2CCN(C(=O)Cc3cccs3)CC2)c1C	?	-9	nt	1%	-11%	-2	-9%
20	COC(=O)c1ccccc1-c1c2ccc(=N)cc-2oc2cc(N)ccc12	-97*	nt	-10%	?	15%	nt	nt
21	CCCCC[n+]1ccn(C2=C([O-])c3ccccc3C(=O)/C2=N\S(=O)(=O)c2ccccc2)c1	-77*	-7	0%	-6%	-15%	-4	nt
22	O=[N+]([O-])c1ccc(N(c2ccccc2)c2ccccc2)cc1	15	4	-26%	2%	165%[activator]	-2	-10%
23	Cc1ccc(-c2nnc(SCc3nc(N)nc(Nc4ccccc4C)n3)n2N)cc1	-36	8	-4%	2%	-1%	-4	3%
24	NS(=O)(=O)c1ccc(NC(=S)N2CCN(c3ccc(Cl)c(Cl)c3)CC2)cc1	-33	-6	-49%	-4%	-13%	-2	-2%
25	Cc1cc(C)n(CC(=O)NNC(=O)c2ccc(OC(F)(F)F)cc2)n1	-13	nt	-2%	nt	43%[activator]	nt	nt
26	Cc1cc(C)cc(OCC(=O)Nc2ccc(N3CCN(C(=O)c4ccco4)CC3)cc2)c1	-12	-5	42%	-1%	-3%	5	9%
27	CC1CCCC(C)N1c1nnc(NC(=O)c2cc(-c3ccc(Br)cc3)on2)s1 (stereo not given)	2	-9	-26%	?	56%[activator]	-5	25%
28	CCOC(Cn1c(-c2ccc(OC)cc2)nc2ccccc21)OCC	47	9	10%	?	11%	16	-2%
29	Cc1cc(C)n(CC2CC(=O)N(c3ccc(Cl)cc3)C2=O)n1 (stereo not given)	9	-12	-7%	1%	4%	-3	-1%
30	O=C(O)c1ccc(N/N=C2/CCCc3ccccc32)cc1	69	59*	-29%	0%	2%	33*	-1%
31	O=C(CN(Cc1ccc(Cl)cc1)C(=O)c1csnn1)NCc1ccccc1	-36	-7	210%	-3%	-1%	-2	-1%
32	Nc1cc(C(=O)OCC(=O)N2CCCC2=O)ccc1Cl	-10	nt	2%	0%	17%	nt	nt
33	COc1ccccc1N1CCN(C(=O)c2ccc(Cl)c(S(=O)(=O)N3CCCC3)c2)CC1	-65*	-11	170%[activator]	2%	-15%	1	0%
34	Cc1cc(NC(=O)c2cc(C)on2)n(-c2ccccc2)n1	9	5	3%	22%	12%	2	-1%
35	Cc1cc(C)c(C#N)c(SCc2ccc(F)cc2)n1	?	7	-21%	-1%	-3%	-3	4%
36	COC(=O)CCNc1n[nH]c(=O)[nH]c1=O	?	10	-10%	-16%	14%	1	1%
37	CCOc1ccccc1NC(=O)C1CCN(S(=O)(=O)c2c(C)noc2C)CC1	-27	7	20%	-2%	20%	5	-2%
38	CCCS(=O)(=O)c1c(S(=O)(=O)CCC)c2c3ccccc3ccn2c1C(=O)OC	1	0	162%[activator]	-3%	0%	-3	-3%
39	Cc1ccc2c(c1)N(C(=O)CCC(=O)N1CCOCC1)CC(C)O2 (stereo not given)	34	6	99%[activator]	-20%	3%	-1	-9%
40	Cc1ccc(-c2nnc(SCC(N)=O)nc2-c2ccc(C)cc2)cc1	?	19	22%	?	7%	-2	8%
41	O=C(O)c1ccc(N=Nc2c(O)ccc3ncccc23)cc1	?	65	-27%	0%	6.3µM*	22*	?
42	CCOC(=O)CN(C(=O)COc1nc(C)cc(C)c1C#N)c1cccc(Cl)c1	-21	4	65%[activator]	2%	-28%	-3	0%
43	O=c1[nH]nc(CNc2cccc(C(F)(F)F)c2)c2ccccc12	-30	-6	-36%	?	-6%	-7	-3%
44	CC(C)c1onc(C(=O)Nc2cccc(Cl)c2)c1[N+](=O)[O-]	-12	35	14%	-7%	11%	25*	-11%
45	O=C(COc1ccccc1)NCCc1nc2ccccc2[nH]1	-4	-38	-15%	2%	11%	-4	-5%
46	COc1cccc(OCC(=O)O/N=C(\N)c2ccncc2)c1	26	59*	-2%	?	15%	28*	4%
47	CCC(=O)Nc1nc2ccc(NC(C)=O)cc2s1	52	47	-18%	?	0%	33*	5%
48	Cc1ccc2c(c1)N(C(=O)CCC(=O)Nc1ccccc1Cl)CC(C)O2 (stereo not given)	-14&7	16	1%	-11%&10%	-5%	-1	2%
49	O=S(=O)(Nc1ccc(S(=O)(=O)N2CCOCC2)cc1)c1ccc(Br)cc1	-32	-4	64%[activator]	-8%	5%	-7	7%
50	CC12CN3CCN(CC(C3)/C1=N/NC(N)=O)C2	45	-4	-3%	12%	-4%	-2	8%
51	COC(=O)c1ccccc1NC(=O)CN1CCC(NC(=O)c2ccccc2C)CC1	-28	41	55%	-16%	0%	13	4%
52	CCOC(=O)C1(Cc2cccc(OC)c2)CCCN(CCO)C1 (stereo not given)	-38	8	26%	-12%	1%	-2	0%
53	N#Cc1ccc(COC(=O)c2ccc3c(=O)[nH]c(CN4CCOCC4)nc3c2)cc1	26	-14	-37%	3%	3%	1	-13%
54	CCN(CC)S(=O)(=O)c1ccc2[nH]cc(C(=O)NCCN3CCCCC3C)c(=O)c2c1 (stereo not given)	6	-10	-13%	-1%	-3%	-2	9%
55	CC(=O)NCC(=O)OCC(=O)c1ccc2ccccc2c1	5	7	-6%	4%	-2%	-3	5%
56	N#Cc1c(-c2ccco2)cc(C2CC2)nc1SCC(=O)c1ccccc1	-38	21	-27%	0%	-1%	8	0%
57	Cc1cc(=O)[nH]c(SCc2nc3ncccn3c2Br)n1	82	-7	-17%	0%	2%	-1	?
58	C[C@@H](O)[C@H]1O[C@]2(C)CCC[C@H]1O2	6	nt	-20%	-4%	-1%	nt	nt
59	Cc1c(O)c(CN2CCCCC2)cc2c1oc(=O)c1ccccc12	-4	24	-8%	3%	-14%	-1	1%
60	CCOC(=O)N1CCN(C(=O)C2CCN(c3ncnc4c3sc3cccc(F)c34)CC2)CC1	?	12	255%[activator]	6%	5%	4	nt

(continued)
entry	SMILES	HCMV inh	Shiga toxin inh	AmpC inh no detg	AmpC detergent	AMA1 RON2 block	Cycloheximide cs	FBPA Giardia inh
61	Cn1nnnc1SCC(=O)NNC(=O)c1ccc(Cl)cc1	3	-4	-7%	2%	98%[activator]	2	1%
62	O=S(=O)(Nc1ccc(-c2cn3c(n2)SCC3)cc1)c1ccccc1F	17	11	-22%	4%	-3%	16	nt
63	CC(=O)Nc1ccc(S(=O)(=O)N(C)CC(=O)OC2CCCCC2=O)cc1 (stereo not given)	?	nt	-12%	?	8%[11.6 µM]	nt	nt
64	CC1Cc2ccccc2N1C(=O)CN(C)CC(=O)Nc1ccc(OC(F)(F)F)cc1 (stereo not given)	11	nt	218%[activator]	7%	14%	nt	nt
65	CC[n+]1c(C)sc2sc3ccccc3c21	nt	11	-2%	?	nt	1	?
66	S=C(Nc1ccc(Cl)cc1Cl)NC1CCCCC1	-17	-2	-6%	-8%	51%[activator]	-1	-18%
67	C=CCn1c(SCC(=O)Nc2cc(NC(C)=O)ccc2OC)nnc1-c1cccnc1	38	24	-13%	6%	3%	-1	-7%
68	O=[N+]([O-])c1ccccc1S(=O)(=O)Nc1ncccn1	28	-8	-16%	4%	0%	-2	-7%
69	CC(C)C(C)NC(=O)COC(=O)c1cc(S(=O)(=O)N(C)C)ccc1N1CCCC1 (stereo not given)	nt	-9	21%	-9%	nt	-2	4%
70	Cc1ccc(C)c(S(=O)(=O)N2CCN(C(=O)c3ccncc3)CC2)c1	-39	nt	-2%	0%	5%	nt	nt
71	O=C1CCCC(=O)C1=C1SCCCS1	5	-11	-43%	-8%	2%	-3	-1%
72	COc1cccc(NC(=O)CN2CCN(CC(=O)Nc3ccc(F)cc3)CC2)c1	57	-7	35%	-4%	5%	-4	-5%
73	Cc1ccc(C(=O)OCC(=O)N2CC(C)OC(C)C2)cc1 (stereo not given)	-10	2	-1%	-5%	16%	-4	-3%

Compounds as they come (roughly 16% active in at least one column).
